EPAC1 ag – activates human EPAC1 exchange factor. O95398. EPAC1 agonist qHTS, biochemical assay; response scale: 100% = response to 6.5 mM cAMP. Potency, µM (top dose mostly 154 µM), without a hit: at the top dose activation, actives largely listed as activators. 0.073% of 360,000 active. AID 720707; note: nearly all actives have a fitted effect of over 60% in size
Target sequence (O95398 whole entry, looked up): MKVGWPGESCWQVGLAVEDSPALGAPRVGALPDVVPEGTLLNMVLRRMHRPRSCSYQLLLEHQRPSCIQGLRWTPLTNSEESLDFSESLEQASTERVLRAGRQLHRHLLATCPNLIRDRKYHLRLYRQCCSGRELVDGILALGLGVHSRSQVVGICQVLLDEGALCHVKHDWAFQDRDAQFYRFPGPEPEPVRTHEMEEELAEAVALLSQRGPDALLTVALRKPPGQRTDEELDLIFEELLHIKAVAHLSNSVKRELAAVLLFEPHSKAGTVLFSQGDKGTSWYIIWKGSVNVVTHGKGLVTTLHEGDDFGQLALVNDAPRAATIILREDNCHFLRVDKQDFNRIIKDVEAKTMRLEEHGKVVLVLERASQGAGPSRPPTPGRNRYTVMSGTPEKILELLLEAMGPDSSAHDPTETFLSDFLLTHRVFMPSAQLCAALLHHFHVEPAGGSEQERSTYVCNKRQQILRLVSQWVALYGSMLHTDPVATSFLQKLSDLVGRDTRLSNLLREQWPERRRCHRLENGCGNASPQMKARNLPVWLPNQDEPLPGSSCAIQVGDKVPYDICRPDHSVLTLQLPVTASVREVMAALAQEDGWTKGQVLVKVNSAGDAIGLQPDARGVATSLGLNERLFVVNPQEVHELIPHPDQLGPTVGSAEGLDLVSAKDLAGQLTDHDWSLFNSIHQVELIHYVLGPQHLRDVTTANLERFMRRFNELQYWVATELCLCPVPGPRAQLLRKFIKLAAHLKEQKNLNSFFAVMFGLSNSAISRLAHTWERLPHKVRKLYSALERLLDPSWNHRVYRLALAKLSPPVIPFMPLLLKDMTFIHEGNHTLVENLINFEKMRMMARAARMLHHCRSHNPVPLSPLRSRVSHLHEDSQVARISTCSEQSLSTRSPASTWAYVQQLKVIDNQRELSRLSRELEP
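Multi-concentration qHTS readout: loss of Rap1B-bound BODIPY-GDP fluorescence driven by 100 nM EPAC1 with excess GDP (50 uM), monitored kinetically at room temperature; agonist response expressed relative to 6.5 mM cAMP.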
FUS yeast rescue – suppressors of FUS proteinopathy in yeast | S. cerevisiae FUS-expressing, growth rescue, OD600, 24 h | Potency, µM (series often up to 76.6 µM), for the others: at the highest dose growth rescue (activation), usual class: activators | 0.24% of 390,000 active;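 note: plate controls were DMSO vehicle for no effect and reference control for full effect; nearly all actives have a fitted effect of over 55% in size; some results filed as inactive show a strong effect at the top dose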
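Quantitative HTS measuring growth restoration of FUS-toxic yeast. Galactose-induced cells (OD 0.005) were exposed 24hr at 30C to compounds at several concentrations, then absorbance at 600 nm was recorded.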
aSyn rescue – inhibitors of alpha-synuclein toxicity in yeast; Potency, µM (titrated, usually from 46.1 µM), for inactives: top-dose growth rescue (activation), actives largely listed as activators; AID 652106; Yeast expressing alpha-synuclein, growth rescue, BacTiter-Glo, 24 h; 0.14% of 370,000 active; note: % of control where 0% means no effect; nearly all actives have a fitted effect of over 65% in size
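Readout is rescue of growth in alpha-synuclein-expressing yeast, so inhibitors of toxicity appear as activators. Growth after 24 hr at 30 deg C in galactose medium is quantified by luminescence.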
EPAC2 antagonist – antagonists of human EPAC2; Potency, µM (highest dose often 114 µM), inactives show at the top dose activity, negative = inhibition, most hits filed as inhibitors; EPAC2 GEF exchange of Rap1B-BODIPY-GDP, fluorescence; 0.18% of 360,000 active; Q8WZA2; note: % is set by controls: 0 for no effect and ±100 for the full control effect; nearly all actives have a fitted effect of over 45% in size; many of its hits are not listed in these tables
EPAC2 ag – EPAC2 (human) agonism | EPAC2 activation, biochemical qHTS; response scale: 100% = 6.5 mM cAMP response | Potency, µM (highest dose often 154 µM), for inactives: at the top dose activation, hits mostly activators | 0.079% of 360,000 active | Q8WZA2 | AID 720711; note: nearly all actives have a fitted effect of over 50% in size
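qHTS, titration series. 100 nM EPAC2 / 250 nM Rap1B-BODIPY-GDP / 50 uM GDP; RT; ex 480/em 540 nm, 5-min reads to 30 min. Norm. to 6.5 mM cAMP = activation.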
EPAC1 antagonist – EPAC1 (human) antagonism. EPAC1 GEF assay, Rap1b-BODIPY-GDP exchange fluorescence. O95398. 0.14% of 360,000 active. AID 720709. Potency, µM (top dose mostly 115 µM), for inactives: at the top dose activity change, negative = inhibition, most hits filed as inhibitors;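 note: plate controls were vehicle for no effect and positive control for full effect; nearly all actives have a fitted effect of over 50% in size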
TDP43 rescue – rescues yeast growth from TDP-43 toxicity; TDP-43 expressing yeast growth rescue, BacTiter-Glo, 24 h; Potency, µM (titrated, usually from 46.1 µM), inactives show at the highest dose growth rescue (activation), actives largely listed as activators; 1.8% of 410,000 active; note: % of control where 0% means no effect; nearly all actives have a fitted effect of over 50% in size
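Luminescence from BacTiter-Glo reports growth of TDP-43-expressing yeast after 24 hr at 30 deg C with compound. Cells were raffinose-pregrown to mid-log, then seeded in galactose medium at OD600=0.02.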
PTHR1 ag – agonists of human PTHR1 parathyroid hormone receptor; Q03431; HEK293 GP2 PTHR1 cells, GloSensor cAMP luminescence, 1 h; Potency, µM (highest dose often 115 µM), without a hit: at the top dose activation, usual class: activators; 0.075% of 410,000 active; AID 743266; note: nearly all actives have a fitted effect of over 55% in size; some results filed as inactive show a strong effect at the top dose; inactives centre near -15; many of its hits are not listed in these tables
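HEK-293-derived GP2 cells expressing PTHR1 and a GloSensor cAMP reporter, 3,000/well, plated overnight, given luciferin plus IBMX (each 0.5 mM as added) for 1 h at 37 °C, then compound for 1 h at 37 °C. Luminescence was read after 15 min at room temperature.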
* = called active by the depositor; i = inactive; ? = inconclusive; nt = not tested or not shown; [ ] = another dose, or the depositor's remark. Calls come from the whole dose curve; as a rule, active = well fitted curve in the direction sought with a large enough effect; inconclusive = small, poorly fitted or top-dose-only effect, or another doubt; inactive = no such curve, though single readings can be large; an effect the other way counts as inactive or inconclusive. Potency is the fitted concentration of half-maximal effect.

item | structure | PTHR1 ag | FUS yeast rescue | EPAC1 antagonist | TDP43 rescue | EPAC1 ag | EPAC2 antagonist | EPAC2 ag | aSyn rescue
1 | O=C(c1ccccc1Sc1cccc2ccccc12)N1CCOCC1 | -19% | 18% | 9% | ? | 4% | 2% | -4% | -6%
2 | COc1ccc(OCC(=O)Nc2ccc(NC(=O)c3cccs3)c(OC)c2)cc1 | i | 3% | -24% | 7% | 2% | -5% | 21% | -1%
3 | Cc1cc(Cl)ccc1OCCCC(=O)Nc1cc(S(=O)(=O)N2CCOCC2)ccc1N1CCOCC1 | -23% | ? | -16% | -5% | 1% | 3% | 15% | -1%
4 | Cc1c(C(=O)N2CCOCC2)sc(NC(=O)c2ccccc2F)c1C#N | -1% | 1% | 14% | -27% | 8% | 0% | -1% | 2%
5 | C=C(C)CN1C(=O)C(O)(CC(=O)c2ccc3c(c2)OCCO3)c2ccccc21 (centres undefined) | i | 3% | 4% | 1% | 3% | 6% | 12% | -1%
6 | C=CCNC(=O)CN1CCN(Cc2ccc3c(c2)OCO3)CC1 | -35%[inhibitor] | 23% | -11% | -15% | 1% | 3% | 14% | -11%
7 | CCCCCC(=O)N1CCCCC1 | i | -12% | -12% | 6% | -5% | 10% | 2% | 3%
8 | Cc1cccc(OCC(=O)O/N=C(\N)c2ccc(Cl)cc2)c1 | i | nt | -13% | 6% | 14% | -3% | -3% | 0%
9 | CCC(C)NC(=O)CN(C1CCCCC1)S(C)(=O)=O (centres undefined) | i | 21% | -2% | -30%[inhibitor] | 12% | -8% | 6% | -2%
10 | CC1CCCN(Cc2csc(N)n2)C1 (centres undefined) | -23% | -7% | -18% | nt | 3% | 5% | 3% | -1%
11 | Cc1nonc1C(=O)N1CCCC(Nc2ccc(C(C)C)cc2)C1 (centres undefined) | -2% | -9% | -11% | 10% | 10% | 2% | 11% | -3%
12 | COc1ccc(/C(C)=N/NC(=O)c2ccc3nc[nH]c3c2)cc1 | i | 18% | 11% | -5% | -4% | 0% | 5% | 0%
13 | COc1ccc(CCN(C)C(=O)CCNC(=O)c2ccc(Br)cc2)cc1OC | i | nt | -20% | 18% | -1% | 5% | -3% | 3%
14 | CC1(c2ccc(Cl)cc2Cl)NC(=O)N(CC(=O)Nc2ccc3[nH]c(=O)[nH]c3c2)C1=O (centres undefined) | -20% | 35% | 15% | 6% | 11% | -6% | -4% | 3%
15 | Cc1ccc(/C=N\NC(=O)CNC(=O)C23CC4CC(CC(C4)C2)C3)o1 | -5% | nt | 3% | 11% | 3% | -2% | -1% | 3%
16 | CCOCCCNC(=O)Cn1nc(-c2ccccc2)ccc1=O | i | -27% | -2% | 11% | -1% | 1% | 15% | 1%
17 | COc1ccccc1OCCNC(=O)CSC(=S)N1CCCC1 | i | 4% | -10% | -2% | 2% | -1% | -4% | -2%
18 | CCOc1ccc(NC(=O)CSc2nnc(C)n2CCCOC)cc1 | i | 3% | 8% | -21% | -1% | 7% | 1% | -3%
19 | O=C(CSc1ccccc1F)OCC(=O)N1CCN(C(=O)c2ccco2)CC1 | ? | 23% | 7% | -2% | 1% | 16% | 14% | 2%
20 | COc1ccc(N(Cc2cc3cc(OC)ccc3[nH]c2=O)C(=O)c2cccnc2)cc1 | i | -26% | -1% | -11% | 0% | 13% | -2% | -3%
21 | Cc1ccc(OCC(=O)Nc2ccc3c(c2)OCO3)c(C)c1 | -9% | 3% | 2% | ? | -6% | -4% | -9% | 15%
22 | COc1ccc2ccccc2c1CNCc1ccccn1 | -38%[57.5 µM] | 13% | ? | 15% | 15% | 1% | 7% | 1%
23 | O=C(CSc1nnc(-c2ccccc2)o1)Nn1cnnc1 | 4% | ? | -5% | -13% | 10% | -9% | 13% | 0%
24 | COCOCCn1cc(CN2CCS(=O)(=O)N(Cc3ccc(-c4ccc(Cl)c(Cl)c4)cc3)C(C)C2=O)nn1 (centres undefined) | -82%[inhibitor] | ? | -6% | -44%[inhibitor] | 1% | 1% | 4% | 3%
25 | CC(=O)Nc1ccc(S(=O)(=O)N2CCC(NC(=O)C(Cc3ccccc3F)NC(C)=O)CC2)cc1 (centres undefined) | i | 10% | 20% | -4% | 1% | 4% | 10% | 5%
26 | CCOC(=O)Cn1nc(Cc2ccccc2)c2ccccc2c1=O | i | 9% | 8% | 3% | -4% | 8% | 1% | 1%
27 | Nc1c(Cl)ncnc1N/N=C/c1ccc2ccccc2n1 | -32%[inhibitor] | 18% | -2% | ? | 9% | -5% | 0% | 6.3µM*
28 | O=C(OCC(=O)N1CCCC1)c1ccc(NS(=O)(=O)c2cccs2)cc1O | -26% | 10% | -3% | 2%[9.22 µM] | 8% | 1% | -1% | -1%
29 | CN(C)c1ccc(C2(c3ccc(N(C)C)cc3)OC(=O)c3cc(N)ccc32)cc1 | -25% | ? | -14% | -13% | 6% | -1% | 8% | 9%
30 | Cc1ccc(-c2noc(CCC(=O)NC3CC3)n2)cc1 | i | -3% | 2% | 7% | -4% | -10% | -3% | 4%
31 | COc1cc(/C=C/C(=O)c2ccc3c(c2)OCCO3)cc(OC)c1OC | -8% | 43% | 12% | ? | 5% | -2% | 5% | 8%
32 | CC1CCCN(C(=O)/C(=C/c2ccco2)NC(=O)c2ccccc2)C1 (centres undefined) | -3% | 8% | ? | 8% | 12% | -13% | 11% | 9%
33 | Cc1nc(C(=O)NNC(=O)Nc2ccccc2)cs1 | i | 0% | -8% | 0% | -6% | 0% | 5% | -4%
34 | Fc1ccc(CSc2nc3ccccc3[nH]2)c2ccccc12 | -25% | -5% | -8% | ? | 17% | -9% | 4% | -25%
35 | COc1ccc2cc(C(=O)/C=C/c3cc(OC)c(O)c(OC)c3)ccc2c1 | -24% | 34% | -2% | ? | 14% | -7% | 13% | 1%
36 | Cc1cccc(C(C)C)c1NC(=O)c1ccc(COc2ccc3c(C)cc(=O)oc3c2)cc1 | -16% | 22% | -17% | -12% | 11% | -7% | 4% | 9%
37 | CCOC(=O)/C(=C/c1cn(C)c2ccccc12)NC(=O)c1ccccc1 | i | 6% | 8% | -15% | 10% | 2% | 9% | -1%
38 | COc1ccccc1N1CCN(S(=O)(=O)CCNC(=O)c2ccc(Br)o2)CC1 | -45%[inhibitor] | 4% | -17% | -1% | -4% | -14% | 2% | 13%
39 | Cc1ccnc2nc(C(=O)Nc3cc(Cl)ccc3N3CCOCC3)nn12 | -6%[57.5 µM] | 0% | 10% | 1% | 3% | 0% | -16% | -5%
40 | C=CCSc1n[nH]c(-c2ccccc2)n1 | -3% | -7% | -17% | 17% | 7% | 3% | -2% | 0%
41 | CCOc1ccc(/C=N/NC(=O)Cn2ccnc2C)cc1 | i | 11% | 5% | -1% | 5% | 2% | 7% | -4%
42 | COc1cc(-c2cc(=O)c3c(O)c(OC)c(OC)c(OC)c3o2)cc(OC)c1OC | -20% | -21% | -26% | 6% | 2% | -12% | -1% | 25µM*
43 | Oc1ccc(Cl)cc1CNCC1CCCCC1 | 12% | -7% | 17% | -16% | -4% | 6% | 21% | -4%
44 | Cc1cccn2c(=O)nc(SCC(=O)N3N=C(c4cccs4)CC3c3ccc(F)cc3)nc12 (centres undefined) | 0% | ? | -15% | ? | ? | -2% | 0% | 7%
45 | CN(C1CCCCC1)S(=O)(=O)c1ccc(S(=O)(=O)N2CCN(C(=O)c3ccccc3F)CC2)cc1 | -45%[inhibitor] | -2% | 14% | -3% | -14% | 8% | 9% | -4%
46 | O=C(COC(=O)c1cc(=O)[nH]c2ccc(Br)cc12)c1ccccc1 | i | -9% | 15% | -6% | 1% | 1% | 5% | -1%
47 | CCOc1ccc(NC(=O)CSc2nc3c(c(=O)n2-c2ccccc2OC)SCC3)cc1 | i | ? | -5% | 14% | -7% | 4% | 5% | ?
48 | O=C(CCCC(=O)OCC(=O)NC1CCCC1)Nc1ccccn1 | i | 23% | -16% | -12% | 6% | -10% | 6% | 5%
49 | CCCCNc1c2c3c(cccc3n(C)c1=O)C(=O)c1ccccc1-2 | i | ? | 206%[activator] | -24% | 60% | 201%[activator] | 62% | -11%
50 | COc1ccc(OCCSc2nc3ccccc3c(=O)[nH]2)cc1 | 21%[57.5 µM] | 4% | 2% | -16% | 11% | -6% | 2% | 0%
51 | COc1cccc(-c2ccc3c(c2)O[C@@H](CN(C)C(=O)C2CCOCC2)[C@H](C)CN([C@H](C)CO)S3(=O)=O)c1 | -18% | 22% | 11% | 13% | 12% | -2% | -5% | 3%
52 | CCCCNC(=O)C(=O)NCCCn1ccnc1 | -21% | 11% | -24% | -15% | 7% | 4% | 8% | -5%
53 | CCOC(=O)Cn1nc(C)n(-c2ccc(C)cc2)c1=O | i | -6% | -13% | 9% | 5% | 5% | 3% | -4%

Eleven structures from above, sorted by formula weight, smallest number first:
item | structure | PTHR1 ag | FUS yeast rescue | EPAC1 antagonist | TDP43 rescue | EPAC1 ag | EPAC2 antagonist | EPAC2 ag | aSyn rescue
52 | CCCCNC(=O)C(=O)NCCCn1ccnc1 | -21% | 11% | -24% | -15% | 7% | 4% | 8% | -5%
23 | O=C(CSc1nnc(-c2ccccc2)o1)Nn1cnnc1 | 4% | ? | -5% | -13% | 10% | -9% | 13% | 0%
34 | Fc1ccc(CSc2nc3ccccc3[nH]2)c2ccccc12 | -25% | -5% | -8% | ? | 17% | -9% | 4% | -25%
15 | Cc1ccc(/C=N\NC(=O)CNC(=O)C23CC4CC(CC(C4)C2)C3)o1 | -5% | nt | 3% | 11% | 3% | -2% | -1% | 3%
35 | COc1ccc2cc(C(=O)/C=C/c3cc(OC)c(O)c(OC)c3)ccc2c1 | -24% | 34% | -2% | ? | 14% | -7% | 13% | 1%
4 | Cc1c(C(=O)N2CCOCC2)sc(NC(=O)c2ccccc2F)c1C#N | -1% | 1% | 14% | -27% | 8% | 0% | -1% | 2%
5 | C=C(C)CN1C(=O)C(O)(CC(=O)c2ccc3c(c2)OCCO3)c2ccccc21 (centres undefined) | i | 3% | 4% | 1% | 3% | 6% | 12% | -1%
19 | O=C(CSc1ccccc1F)OCC(=O)N1CCN(C(=O)c2ccco2)CC1 | ? | 23% | 7% | -2% | 1% | 16% | 14% | 2%
20 | COc1ccc(N(Cc2cc3cc(OC)ccc3[nH]c2=O)C(=O)c2cccnc2)cc1 | i | -26% | -1% | -11% | 0% | 13% | -2% | -3%
13 | COc1ccc(CCN(C)C(=O)CCNC(=O)c2ccc(Br)cc2)cc1OC | i | nt | -20% | 18% | -1% | 5% | -3% | 3%
47 | CCOc1ccc(NC(=O)CSc2nc3c(c(=O)n2-c2ccccc2OC)SCC3)cc1 | i | ? | -5% | 14% | -7% | 4% | 5% | ?

Screening results (PubChem)

A portion of the library; rates above refer to the full screens.
